ABCG2 block: human ABCG2 inhibition, ABCB1 as counter-screen. 190,000 tested, 0.1% active. IgMXP3 cells, JC-1 efflux, flow cytometry. AID 1325. inhibition, % at 6.6 µM;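 active means inhibition above 80%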;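 further: 0% = DMSO and 100% = nicardipine control wells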
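System: two drug-resistant human cell lines, ABCG2 and ABCB1; controls: nicardipine high and DMSO low controls; times: 10 min exposure at 25 °C with rotation, no wash; detection: flow cytometry of retained JC-1 fluorescence; read-out basis: percent efflux inhibition, scaled nicardipine 100% to DMSO 0%; doses: one concentration, 6.6 µM final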
Bim-Bcl-XL: disrupts Bim peptide binding to human Bcl-XL | bead flow cytometry, fluorescence | 190,000 tested, 0.04% active | inhibition, % at 10 µM | Q07817
Target sequence (Q07817 whole entry, looked up): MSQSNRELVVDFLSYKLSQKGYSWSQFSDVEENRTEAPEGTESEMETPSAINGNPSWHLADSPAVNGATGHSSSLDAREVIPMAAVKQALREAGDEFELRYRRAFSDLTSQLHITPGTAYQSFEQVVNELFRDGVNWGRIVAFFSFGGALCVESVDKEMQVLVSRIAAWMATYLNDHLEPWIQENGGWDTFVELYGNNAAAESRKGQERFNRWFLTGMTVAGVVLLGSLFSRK
GSH bead fluor: GSH bead compound fluorescence profile. GSH beads flow cytometry, compound fluorescence 488/530 nm; active compounds read high. AID 1776. 190,000 tested, 0.25% active. fluorescence (KMESF) at 10 µM; in the data active means fluorescence above about 89;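 further: glutathione beads carrying GST-tagged Bcl family fusion proteins plus one bare bead set; values are compound well signal with DMSO vehicle wells as background; inactives centre near 16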
Bim-Bfl-1: human Bim-Bfl-1 interaction inhibition; 190,000 tested, 0.12% active; inhibition, % at 10 µM; AID 1008; Bead-based flow cytometry, Bim-Bfl-1 binding inhibition;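 further: 0% = wells without compound plus tracer and 100% = blocker peptide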
RGS4-Gao reg: modulates binding of RGS4 to human Galphao; P09471; Multiplexed bead flow cytometry; actives lie on both sides; binding response (% of control), % at 10 µM; 220,000 tested, 0.33% active; in the data active means binding response below about 49% or above about 150%; inactive means in between;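 further: fluorescent Galphao activated with aluminum fluoride binding bead-coupled RGS4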
Target sequence (P09471 whole entry, looked up): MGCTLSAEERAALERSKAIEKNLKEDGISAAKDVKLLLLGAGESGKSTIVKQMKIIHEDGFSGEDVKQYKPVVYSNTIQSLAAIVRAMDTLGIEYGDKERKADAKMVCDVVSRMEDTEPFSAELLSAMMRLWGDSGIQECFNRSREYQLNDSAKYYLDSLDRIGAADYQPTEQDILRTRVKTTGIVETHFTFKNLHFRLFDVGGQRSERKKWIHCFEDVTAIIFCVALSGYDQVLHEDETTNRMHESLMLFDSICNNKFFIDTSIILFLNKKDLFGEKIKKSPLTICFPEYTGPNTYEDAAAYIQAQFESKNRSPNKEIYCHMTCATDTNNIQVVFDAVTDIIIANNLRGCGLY
Bcl-W Bim block: inhibitors of Bim-Bcl-W interaction, human. 190,000 tested, 0.02% active. inhibition, % at 10 µM. bead-based flow cytometry, Bim peptide-Bcl-W binding;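 further: 0% = bound tracer without compound and 100% = peptide blocker; higher means less fluorescent Bim peptide bound to Bcl-W beads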
Target sequence (Q92843 whole entry, looked up): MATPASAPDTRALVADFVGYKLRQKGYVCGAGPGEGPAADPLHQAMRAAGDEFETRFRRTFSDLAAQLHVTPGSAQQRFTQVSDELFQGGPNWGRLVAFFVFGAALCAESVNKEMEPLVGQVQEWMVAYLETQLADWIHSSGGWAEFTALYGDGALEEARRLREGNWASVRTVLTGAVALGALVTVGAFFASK
Bcl-2 Bim block: disrupts Bim peptide binding to human Bcl-2; P10415; Bead-based flow cytometry, Bim peptide-Bcl-2 binding; inhibition, % at 10 µM; 190,000 tested, 0.06% active; in the data active means inhibition above about 40%; inconclusive means no clear call, values can overlap the other calls;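 further: 0% = no compound wells with probe peptide and 100% = reference peptide inhibitor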
Bcl-B Bim block: human Bim-Bcl-B interaction inhibition; Q9HD36; inhibition, % at 10 µM; bead-based flow cytometry, Bim peptide-Bcl-B binding; 190,000 tested, 0.073% active;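 further: 0% = tracer peptide without compound and 100% = reference inhibitor peptide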
Target sequence (Q9HD36 whole entry, looked up): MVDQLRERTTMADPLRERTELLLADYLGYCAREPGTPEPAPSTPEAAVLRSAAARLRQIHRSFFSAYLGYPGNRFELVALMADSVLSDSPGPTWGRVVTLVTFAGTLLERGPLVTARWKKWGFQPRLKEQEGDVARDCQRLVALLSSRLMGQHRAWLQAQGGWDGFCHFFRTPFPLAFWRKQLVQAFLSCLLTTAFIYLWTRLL
ABCB1 block: blocks JC-1 efflux by human ABCB1 transporter; P08183; CCRF-Adr cells, flow cytometry; inhibition, % at 6.6 µM; 190,000 tested, 0.067% active; AID 1326; in the data active means inhibition above about 40%;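 further: 0% = vehicle and 100% = reference inhibitor; higher value means more JC-1 retained so stronger ABCB1 efflux block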
Avidin bead fluor: avidin bead compound fluorescence profile; 220,000 tested, 0.38% active; fluorescence (KMESF) at 10 µM; Avidin beads, compound fluorescence 488/530 nm, flow cytometry; active compounds read high; in the data active means fluorescence above about 47; further: inactives centre near 10
RGS7-Gao reg: regulators of human RGS7-Galphao interaction | P09471 | Multiplexed bead flow cytometry, RGS7-Galphao binding; actives lie on both sides | binding response (% of control), % at 10 µM | 220,000 tested, 0.35% active; in the data active means binding response below about 49% or above about 150%; inconclusive means no clear call, values can overlap the other calls; inactive means in between;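 further: fluorescent Galphao held in activated GDP-AlF4 state binding bead-coupled RGS7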
* = called active by the depositor; ? = inconclusive; . = no result given. Unless noted, no stated cut-off is given here; in the data, active means inhibition above about 40%.

Sample of the layout:
nr	Compound	ABCG2 block	Bim-Bcl-XL	GSH bead fluor	Bim-Bfl-1	RGS4-Gao reg	Bcl-W Bim block
1	O=C(c1cccs1)n1nc(-c2ccccc2)nc1NCc1ccc(F)cc1	-4	-2	11	-12	97	0
2	O=c1c2ccccc2nc(COc2ccccc2)n1/N=C/c1cc([N+](=O)[O-])ccc1O	21	-7	11	-5	94	-5
3	CCN(CC)C(=O)c1ccc2c3c(cccc13)C(=O)N(CCc1ccc(OC)c(OC)c1)C2=O	2	-16	18	-20	100	-8
4	CCn1c(SCC(=O)NC(C)(C)C)nnc1-c1ccoc1C	0	-4	19	0	.	0
5	Cc1ccc(S(=O)(=O)CC(=O)c2ccc(C(C)(C)C)cc2)cc1	17	-9	25	-19	100	-4
6	CC1CCN(c2ccc(C(=O)O)cc2NS(=O)(=O)c2ccc(Br)cc2)CC1	-1	-1	25	3	103	-1

nr	Bcl-2 Bim block	Bcl-B Bim block	ABCB1 block	Avidin bead fluor	RGS7-Gao reg
1	-8	-6	-5.6	10	97
2	-4	-8	-2.1	21	91
3	-11	-15	0.9	15	104
4	0	-3	0.2	.	.
5	-3	-5	1.9	36	98
6	0	-5	-0.4	10	102

Main list, repeating the preview:
nr	Compound	ABCG2 block	Bim-Bcl-XL	GSH bead fluor	Bim-Bfl-1	RGS4-Gao reg	Bcl-W Bim block
1	O=C(c1cccs1)n1nc(-c2ccccc2)nc1NCc1ccc(F)cc1	-4	-2	11	-12	97	0
2	O=c1c2ccccc2nc(COc2ccccc2)n1/N=C/c1cc([N+](=O)[O-])ccc1O	21	-7	11	-5	94	-5
3	CCN(CC)C(=O)c1ccc2c3c(cccc13)C(=O)N(CCc1ccc(OC)c(OC)c1)C2=O	2	-16	18	-20	100	-8
4	CCn1c(SCC(=O)NC(C)(C)C)nnc1-c1ccoc1C	0	-4	19	0	.	0
5	Cc1ccc(S(=O)(=O)CC(=O)c2ccc(C(C)(C)C)cc2)cc1	17	-9	25	-19	100	-4
6	CC1CCN(c2ccc(C(=O)O)cc2NS(=O)(=O)c2ccc(Br)cc2)CC1	-1	-1	25	3	103	-1
7	O=C1N2CCSC2=NC1(Nc1ccccn1)C(F)(F)F (stereo unspecified)	1	-4	12	-10	100	1
8	CC(=O)C1=C(O)C(=O)N(CCc2ccccc2)C1c1ccccc1[N+](=O)[O-] (stereo unspecified)	-1	-4	9	11	103	-1
9	COc1ccccc1N1CCN(C(=O)CSc2nnc(NC(=O)c3ccco3)s2)CC1	30	-10	16	-15	96	-2
10	O=C(NCc1ccccc1)c1ccc(Br)o1	0	-7	17	0	103	-1
11	COc1ccccc1C(=O)Nn1c(C2CCC2)nc2ccccc2c1=O	0	-1	22	-11	100	0
12	Cc1cc(Oc2ccccc2)nc(SCC(=O)Nc2ccc(Cl)c(Cl)c2)n1	1	1	4	-3	108	0
13	Cc1cc(Cl)ccc1C(=O)C1CCCN(C(=O)c2cscn2)C1 (stereo unspecified)	2	-4	14	-3	103	-3
14	CC(=O)Nc1ccc(N=Cc2ccc[nH]2)cc1	0	-2	11	-8	97	-2
15	COCCCNC(=O)C1CCC(CNS(=O)(=O)c2ccc(Cl)cc2)CC1 (stereo unspecified)	2	-6	11	-6	99	-7

nr	Bcl-2 Bim block	Bcl-B Bim block	ABCB1 block	Avidin bead fluor	RGS7-Gao reg
1	-8	-6	-5.6	10	97
2	-4	-8	-2.1	21	91
3	-11	-15	0.9	15	104
4	0	-3	0.2	.	.
5	-3	-5	1.9	36	98
6	0	-5	-0.4	10	102
7	-8	-5	0.2	9	100
8	2	-14	.	16	107
9	-16	-14	1.8	6	93
10	1	-2	-0.3	11	101
11	-7	-5	0.5	14	102
12	-4	-2	0.2	16	101
13	-2	-5	4.8	1	103
14	-9	-8	0.2	9	100
15	-8	-3	-0.8	8	101

(more compounds)
nr	Compound	ABCG2 block	Bim-Bcl-XL	GSH bead fluor	Bim-Bfl-1	RGS4-Gao reg	Bcl-W Bim block
16	COc1ccc(CC(=O)NNS(=O)(=O)c2ccccc2)cc1OC	21	0	11	-1	103	-1
17	COc1ccc(CN(CC2CCC(C(=O)O)CC2)C(=S)Nc2cc(C)cc(C)c2)cc1 (stereo unspecified)	2	-2	16	-3	94	1
18	Cc1nc2ccc(NC(=O)c3nn(C(C)C)c(=O)c4ccccc34)cc2s1	2	25	14	19	97	20
19	CCCC(c1nnnn1Cc1cccs1)N1CCN(c2ccc(OC)cc2)CC1 (stereo unspecified)	6	-14	61	-10	103	6
20	CCCOC(=O)c1ccc(OCC(O)CN2C(=O)NC(C)(C)C2=O)cc1 (stereo unspecified)	3	-6	33	-12	94	-1
21	Cc1ccc(CN2CCN(Cc3nc(C(C)C)cs3)CC2CCO)cc1 (stereo unspecified)	0	-5	12	2	102	-2
22	O=Cc1ccc(OC(=O)c2cccnc2)cc1	1	1	16	-1	92	1
23	O=C(CSc1nc2ccsc2c(=O)n1-c1ccccc1)N1CCCC1	10	-4	30	-16	102	-3
24	N#Cc1ccc(NC(=O)COC(=O)C2Cc3ccccc3CN2C(=O)c2ccccc2)cc1 (stereo unspecified)	6	16	6	24	95	11
25	O=c1cc(-c2ccc(Br)cc2)[nH][nH]1	-5	0	12	-6	97	1
26	COCN(C#N)c1nc(N(C)C)nc(N(C)C)n1	1	-3	22	-7	99	0
27	O=C(CN1CCCC1)N1CCCc2ccccc21	1	-3	23	-7	102	-4
28	CC1CN(C2CCN(S(=O)(=O)c3ccc4ccccc4c3)CC2)CC(C)O1 (stereo unspecified)	2	-1	8	-1	99	-2
29	S=C1NC(c2cccs2)=CC(c2ccc(Br)cc2)N1 (stereo unspecified)	-5	0	5	9	98	0
30	CCOC(=O)CC(N)c1ccc(OC)cc1 (stereo unspecified)	4	1	20	0	97	0

nr	Bcl-2 Bim block	Bcl-B Bim block	ABCB1 block	Avidin bead fluor	RGS7-Gao reg
16	-2	0	1.6	13	107
17	-6	0	0.2	5	94
18	10	23	0.5	7	97
19	-6	-6	1.5	11	101
20	-6	-6	0.3	4	93
21	-3	0	0.0	1	103
22	5	0	0.0	9	?
23	-5	-9	1.1	19	103
24	20	12	0.9	7	95
25	0	-4	-1.3	9	100
26	-4	-3	-0.1	10	101
27	0	-1	0.3	11	104
28	-4	-3	0.3	9	95
29	4	-12	-0.9	2	101
30	-3	-2	0.2	6	100

(listing goes on)
nr	Compound	ABCG2 block	Bim-Bcl-XL	GSH bead fluor	Bim-Bfl-1	RGS4-Gao reg	Bcl-W Bim block
31	COc1cccc(C(=O)N2CCN(C(=O)c3cccc(F)c3)CC2)c1	-2	-1	24	-8	100	0
32	CCOc1cc(CNCC2CCCO2)cc(Br)c1OCC(N)=O (stereo unspecified)	-8	3	12	0	87	4
33	CCOc1ccc(N2C(=O)C3Sc4[nH]c(=O)sc4C(/C=C/c4ccccc4)C3C2=O)cc1 (stereo unspecified)	-2	-9	19	-12	99	-4
34	CC(C)CNc1nc(NC(C)(C)C)nc(Oc2ccc(=O)[nH]n2)n1	8	-2	11	0	105	-6
35	C[C@H](NC(=O)[C@@H]1CCC(=O)N1Cc1ccco1)c1ccccc1	2	-1	17	-7	94	0
36	CC(=O)N1CCN(C(=O)c2cccc(S(=O)(=O)Nc3ccc(C)cc3)c2)CC1	2	-1	12	2	97	0
37	COc1cccc(/C=N/NC(=O)CCc2c(C)n[nH]c2C)c1	1	-2	56	-13	100	-1
38	COc1cc(C(=O)Nc2nc3ccccc3[nH]2)cc(OC)c1OC	51	-11	25	-24	97	-4
39	Cc1noc(C)c1CSc1nnc(C)c(=O)[nH]1	6	-5	26	-13	103	-5
40	COC(CNC(=O)C1CCCN1C(=O)OCc1ccccc1)OC (stereo unspecified)	1	-4	16	-4	103	-3
41	CCc1ccccc1NC(=O)CN(C)S(=O)(=O)c1ccc2c(c1)c(=O)n(C)c(=O)n2C	1	-1	19	-8	99	0
42	O=C(O)C1CCN(S(=O)(=O)c2cccnc2)CC1	3	-3	25	-1	98	-2
43	COC(=O)Cn1c2ccccc2c2nc(C)sc21	3	-6	39	-7	98	2
44	CC(=O)Nc1ccc2c(c1)OCCOCCOc1cc(NC(C)=O)ccc1OCCOCCOCCO2	2	0	11	-2	110	2
45	CC1=C(C(=O)OCC2CCCO2)C(c2ccncc2)C2=C(CC(C)(C)CC2=O)N1 (stereo unspecified)	1	-1	28	-3	98	0

nr	Bcl-2 Bim block	Bcl-B Bim block	ABCB1 block	Avidin bead fluor	RGS7-Gao reg
31	-7	-3	-0.5	33	100
32	0	1	-0.9	2	82
33	0	-8	-0.3	12	96
34	-1	0	1.2	13	?
35	1	-3	1.3	6	89
36	0	0	0.7	8	97
37	-7	-4	0.1	7	99
38	-12	-8	1.4	35	96
39	-12	-5	-0.4	38	100
40	-3	-5	0.2	9	108
41	-6	-3	0.4	6	100
42	0	-5	0.5	22	106
43	-7	-10	0.8	6	103
44	0	-2	0.4	18	106
45	-1	0	0.3	10	104

Only RGS7-Gao reg, Bim-Bfl-1 and Bim-Bcl-XL, for some of the entries so far:
No.	SMILES	RGS7-Gao reg	Bim-Bfl-1	Bim-Bcl-XL
24	N#Cc1ccc(NC(=O)COC(=O)C2Cc3ccccc3CN2C(=O)c2ccccc2)cc1 (stereo unspecified)	95	24	16
25	O=c1cc(-c2ccc(Br)cc2)[nH][nH]1	100	-6	0
26	COCN(C#N)c1nc(N(C)C)nc(N(C)C)n1	101	-7	-3
27	O=C(CN1CCCC1)N1CCCc2ccccc21	104	-7	-3
28	CC1CN(C2CCN(S(=O)(=O)c3ccc4ccccc4c3)CC2)CC(C)O1 (stereo unspecified)	95	-1	-1
29	S=C1NC(c2cccs2)=CC(c2ccc(Br)cc2)N1 (stereo unspecified)	101	9	0

The results go on:
nr	Compound	ABCG2 block	Bim-Bcl-XL	GSH bead fluor	Bim-Bfl-1	RGS4-Gao reg	Bcl-W Bim block
46	Cc1nc2ncnn2c(C)c1CCC(=O)NC(C)CCc1ccco1 (stereo unspecified)	5	-1	26	-3	95	-2
47	CN1CCN(CC(=O)Nc2c(C(=O)C3CC3)oc3ccccc23)CC1	1	-1	13	-1	108	-2
48	CCC(=O)N1CCc2cc(S(=O)(=O)NCCC(=O)N3CCc4ccccc4C3)ccc21	2	-3	11	-11	99	0
49	Cc1ccc(-c2csc3ncnc(NCCN4CCOCC4)c23)cc1	2	2	18	0	102	0
50	C/C(Cl)=C/Cn1c(NCCN(C)C)nc2c1c(=O)n(C)c(=O)n2C	1	-3	31	-17	90	-1
51	Cc1sc2c(c1C)CN(CCN1CCOCC1)CN2C(=O)c1ccccc1	3	-3	72	-1	100	-3
52	CC(NC(=S)Nc1ccc([N+](=O)[O-])cc1)c1ccncc1 (stereo unspecified)	16	0	15	1	101	0
53	O=C(CCN1CCCCCC1)Nc1cccc(Cl)c1	1	0	9	0	102	1
54	Clc1c(-c2nnc3n2CCC3)sc2ccccc12	1	2	28	-5	105	-1
55	COc1ccc(C(=O)Nn2c(SCC(=O)NCc3ccco3)nc3ccccc3c2=O)cc1	4	2	14	0	104	0

nr	Bcl-2 Bim block	Bcl-B Bim block	ABCB1 block	Avidin bead fluor	RGS7-Gao reg
46	0	-1	0.2	8	100
47	1	1	1.2	35	103
48	-7	-5	0.5	26	104
49	0	2	0.9	25	101
50	-9	-7	0.3	6	99
51	2	-3	-0.4	7	98
52	-1	-8	1.1	10	?
53	0	-1	0.5	16	100
54	-7	-2	0.3	3	99
55	-3	0	0.5	9	104

Compound activity as filed in PubChem.
